# Source: PubChem BioAssay
# Tau FP inhib = inhibitors of human tau fibril formation. P10636. K18 P301L tau heparin fibrillization, Alexa594 FP, 6 h. Potency, µM (doses to about 57.7 µM), inactives show at the top dose activity, negative = inhibition, actives largely listed as inhibitors. 0.39% of 280,000 active. AID 1468; note: nearly all actives have a fitted effect of over 55% in size
# Target sequence (P10636 561-689 P618L limits assumed): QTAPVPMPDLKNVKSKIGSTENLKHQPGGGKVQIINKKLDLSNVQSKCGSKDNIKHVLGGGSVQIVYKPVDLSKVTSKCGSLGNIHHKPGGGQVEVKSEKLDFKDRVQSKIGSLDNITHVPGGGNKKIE
#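 Recombinant K18 P301L […], labeled with Alexa 594 at 0.24 uM over 15 uM unlabeled; heparin inducer 20 uM final; 37 C, 6 hr; FP endpoint.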
# Tau ThT inhib = blocks human tau fibril formation measured by thioflavin T | AID 1460 | P10636 | recombinant tau K18 P301L (four-repeat tau fragment), heparin-induced fibrillization, ThT fluorescence | Potency, µM (doses to about 57.4 µM), without a hit: at the highest dose activity, negative = inhibition, hits mostly inhibitors | 2.1% of 270,000 active; note: nearly all actives have a fitted effect of over 55% in size
#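 Heparin-induced (20 uM) aggregation of recombinant human K18 P301L tau, 15 uM unlabeled with 0.24 uM labeled, pH 7 acetate buffer, 6 hr at 37 C with compound. Fibrils quantified by 30 uM ThT fluorescence after 1 hr ambient incubation.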
# KDM4E inh = inhibitors of human JMJD2E histone demethylase | B2RXH2 | JMJD2E catalytic domain, FDH-coupled NADH fluorescence (FDH is formaldehyde dehydrogenase) | Potency, µM (titrated, usually from 57.1 µM), for inactives: top-dose activity change, negative = inhibition, actives largely listed as inhibitors | 1.6% of 230,000 active | AID 2147; active = well fitted inhibition curve with a large enough effect, not every such curve was filed as active; inconclusive = small, poorly fitted or top-dose-only effect, or another doubt; inactive = no such curve, though single readings can be large or run the other way;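 note: 0% = wells with enzyme and -100% = buffer wells without enzyme; nearly all actives have a fitted effect of over 50% in size; many of its hits are not listed in these tables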
# RECQ1 helicase = blocks DNA unwinding by human RECQ1. P46063. 0.54% of 240,000 active. RECQ1 DNA unwinding, red fluorescence kinetic read. Potency, µM (top dose mostly 57.3 µM), inactives show top-dose activity, negative = inhibition, most hits filed as inhibitors;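 note: plate controls were vehicle for no effect and no enzyme for full effect; nearly all actives have a fitted effect of over 30% in size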
#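 50 nM RECQ1T1 preincubated 15 min with compound in Tris pH 8.0 buffer with MgCl2, DTT, Tween-20 and 2.5 ug/ml poly(dI-dC); started with 200 nM TAMRA/BHQ-2 forked duplex and 2 mM ATP. Unwinding read as fluorescence (525/598 nm), two reads 2 h apart.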
# L3MBTL1 block = L3MBTL1 (human) inhibition; Q9Y468; Potency, µM (top dose mostly 57.1 µM), for the others: at the highest dose activity, negative = inhibition, most hits filed as inhibitors; AlphaScreen L3MBTL1–H3K9me1 peptide binding; 0.66% of 230,000 active; note: nearly all actives have a fitted effect of over 60% in size
#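 L3MBTL1 (50 nM) pre-complexed 30 min with biotinylated H3(1-15)K9me1 peptide (75 nM), then compounds added for 30 min at room temperature; AlphaScreen streptavidin donor/nickel chelate acceptor beads (10 ug/mL final) read after 30 min dark incubation.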
# TR SRC2 fluor cs = Texas Red fluorescence interference in TRb-SRC2 counter-screen; TRb/SRC2 Texas Red total fluorescence interference; Potency, µM (series often up to 106 µM), for inactives: top-dose fluorescence change, negative = quenching; 0.29% of 280,000 active; active = well fitted curve in either direction with a large enough effect; inconclusive = small, poorly fitted or top-dose-only effect
#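 Flags fluorescent or light-absorbing compounds by total fluorescence, S + 2P, at 555 nm excitation and 632 nm emission. Mixture: 20 nM Texas Red SRC2 peptide, 0.6 uM human TRb LBD, 1 uM T3, 5% DMSO; compound exposure 5 h at ambient temperature.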
# GoLoco inh red = RGS12 GoLoco-Gai1 interaction inhibition. 0.44% of 230,000 active. Potency, µM (highest dose often 61.6 µM), for inactives: at the highest dose activity, negative = inhibition, most hits filed as inhibitors. P63096. Gai1:RGS12 GoLoco peptide FP, rhodamine, 10 min; active = well fitted inhibition curve with a large enough effect, not every such curve was filed as active; inactive = no such curve, though single readings can be large or run the other way; note: nearly all actives have a fitted effect of over 30% in size; many of its hits are not listed in these tables
# Target sequence (P63096 whole entry, looked up): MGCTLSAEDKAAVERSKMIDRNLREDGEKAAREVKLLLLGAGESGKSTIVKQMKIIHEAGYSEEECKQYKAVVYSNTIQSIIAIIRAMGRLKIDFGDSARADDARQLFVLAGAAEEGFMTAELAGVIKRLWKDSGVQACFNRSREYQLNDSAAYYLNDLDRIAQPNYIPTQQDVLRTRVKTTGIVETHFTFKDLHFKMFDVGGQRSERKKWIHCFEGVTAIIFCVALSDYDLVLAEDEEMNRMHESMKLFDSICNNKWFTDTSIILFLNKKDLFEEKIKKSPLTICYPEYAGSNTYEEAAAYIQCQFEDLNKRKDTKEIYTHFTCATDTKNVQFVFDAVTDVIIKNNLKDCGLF
# TRb-SRC2 inh = disrupts binding of human TR beta to SRC2 | P10828 | TRbeta-SRC2 peptide binding, fluorescence polarization; receptor liganded with 1 µM T3 | Potency, µM (series often up to 106 µM), for the others: top-dose activity change, negative = inhibition, usual class: inhibitors | 0.065% of 280,000 active | AID 1469;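 note: plate controls were bound peptide for no effect and peptide without receptor for full effect; nearly all actives have a fitted effect of over 50% in size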
# Target sequence (P10828 whole entry, looked up): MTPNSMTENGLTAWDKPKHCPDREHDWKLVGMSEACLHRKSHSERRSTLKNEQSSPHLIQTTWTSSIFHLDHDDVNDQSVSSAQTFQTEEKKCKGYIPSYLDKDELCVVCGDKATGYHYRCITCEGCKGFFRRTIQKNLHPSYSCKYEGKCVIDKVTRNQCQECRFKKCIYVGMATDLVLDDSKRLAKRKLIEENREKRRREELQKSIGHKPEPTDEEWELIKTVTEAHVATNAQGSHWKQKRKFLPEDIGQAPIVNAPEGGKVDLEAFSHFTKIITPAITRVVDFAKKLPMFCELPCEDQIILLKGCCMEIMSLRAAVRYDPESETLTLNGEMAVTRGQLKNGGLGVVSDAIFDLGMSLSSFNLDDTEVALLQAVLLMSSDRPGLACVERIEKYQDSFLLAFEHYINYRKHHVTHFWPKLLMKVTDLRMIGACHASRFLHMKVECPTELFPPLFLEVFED
#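 Human TRb ligand-binding domain (0.6 uM) is mixed with 20 nM Texas Red SRC2 peptide and 1 uM T3; after compound addition and 5 hr at ambient temperature, polarization is measured and normalized to unbound and bound controls.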
# * hit, by the source's call; i = inactive; ? = inconclusive; / = no result given; [ ] = dose if it differs, or a comment. Unless noted, calls come from the whole dose curve; as a rule, active = well fitted curve in the direction sought with a large enough effect; inconclusive = small, poorly fitted or top-dose-only effect, or another doubt; inactive = no such curve, though single readings can be large; an effect the other way counts as inactive or inconclusive. Unless noted, % is set by controls: 0 for no effect and ±100 for the full control effect; potency is the fitted concentration of half-maximal effect. An excerpt; count on the stated rates, not on these rows.
SMILES,Tau FP inhib,Tau ThT inhib,KDM4E inh,RECQ1 helicase,L3MBTL1 block,TR SRC2 fluor cs,GoLoco inh red,TRb-SRC2 inh
COc1ccc(OC)c(NC(=O)Nc2cccc3ccccc23)c1,2.8%,-7.8%,?,-9.7%,/,2.0%,13.9%,-5.5%
CCC1CN(C(=O)N2CCC(C(=O)NCc3cccc(OC)c3OC)CC2)c2cc(C)ccc2O1 (stereo unspecified),1.2%,-8.1%,/,/,/,2.6%,/,-4.8%
CC(C)(O)c1nnn(-c2ccccc2)c1C(F)(F)F,-2.1%,3.8%,0.0%,-3.5%,1.2%,1.6%,-10.9%,-15.6%
CCOc1ccccc1Oc1c(C)oc2c(CN3CCN(C)CC3)c(O)ccc2c1=O,3.7%,-6.1%,?,-3.1%,0.2%,-2.0%,-1.1%,0.8%
COc1ccc(C(=O)Nc2ccccc2C(=O)N(Cc2ccco2)C(C(N)=O)C(C)C)cc1 (stereo unspecified),11.6%,-11.3%,10.9%,-0.1%,3.0%,1.3%,9.9%,1.0%
O=S(=O)(Nc1ncccn1)c1ccc(NC(=S)NCCc2ccc(Cl)cc2)cc1,2.2%,9.0%,-15.1%,7.5%,/,2.9%,-4.7%,-3.2%
CCCCC(NC(C)=O)c1nc2ccccc2n1CCC (stereo unspecified),7.1%,2.2%,-3.2%,i,5.3%,2.3%,9.8%,7.2%
N#CNC(=Nc1ccccc1F)SCc1ccc(C(=O)O)cc1,-10.1%,?,1.8%,0.3%,2.8%,-2.6%,10.1%,0.9%
O=[N+]([O-])c1ccccc1-c1ccc(C(=S)N2CCCC2)o1,?,15.8µM*,25.1µM*,10.3%,?,-4.2%,-12.5%,1.0%
CSc1nc(Cl)cc(Nc2ccccc2N)n1,4.3%,-7.0%,-6.0%,-2.5%,0.8%,-0.6%,8.6%,6.2%
COc1ccccc1C(=O)Nc1ccc(-c2nc3cc(C)cc(C)c3o2)cc1,?,-4.2%,/,/,/,?,/,-13.7%
Cc1ccc(OCc2nnc(N)s2)cc1,-4.0%,-6.5%,11.2%,-8.1%,7.6%,-1.7%,6.8%,2.1%
Cc1cc(C)nc(NC(=O)c2c(-c3c(Cl)cccc3Cl)noc2C)n1,5.2%,-11.3%,0.0%,-3.1%,3.2%,-0.9%,10.6%,-14.6%
COc1ccc(N=c2oc3ccc(OC)cc3cc2-c2nc3ccccc3[nH]2)cc1,7.0%,?,-7.4%,-4.5%,/,-2.3%,0.0%,-12.3%
O=S(=O)(Cc1ccc(Cl)cc1)N1CCCC1,-2.1%,1.0%,9.7%,i,/,1.7%,4.2%,0.3%

# Reformatted: results already given
structure	Tau FP inhib	Tau ThT inhib	KDM4E inh	RECQ1 helicase	L3MBTL1 block	TR SRC2 fluor cs	GoLoco inh red	TRb-SRC2 inh
COc1ccc(OC)c(NC(=O)Nc2cccc3ccccc23)c1	2.8%	-7.8%	?	-9.7%	/	2.0%	13.9%	-5.5%
CCC1CN(C(=O)N2CCC(C(=O)NCc3cccc(OC)c3OC)CC2)c2cc(C)ccc2O1 (stereo unspecified)	1.2%	-8.1%	/	/	/	2.6%	/	-4.8%
CC(C)(O)c1nnn(-c2ccccc2)c1C(F)(F)F	-2.1%	3.8%	0.0%	-3.5%	1.2%	1.6%	-10.9%	-15.6%

# 3 compounds out of the list, ordered by formula weight, rising:
SMILES,Tau FP inhib,Tau ThT inhib,KDM4E inh,RECQ1 helicase,L3MBTL1 block,TR SRC2 fluor cs,GoLoco inh red,TRb-SRC2 inh
Cc1ccc(OCc2nnc(N)s2)cc1,-4.0%,-6.5%,11.2%,-8.1%,7.6%,-1.7%,6.8%,2.1%
O=S(=O)(Cc1ccc(Cl)cc1)N1CCCC1,-2.1%,1.0%,9.7%,i,/,1.7%,4.2%,0.3%
COc1ccc(C(=O)Nc2ccccc2C(=O)N(Cc2ccco2)C(C(N)=O)C(C)C)cc1 (stereo unspecified),11.6%,-11.3%,10.9%,-0.1%,3.0%,1.3%,9.9%,1.0%

# Other structures follow:
SMILES,Tau FP inhib,Tau ThT inhib,KDM4E inh,RECQ1 helicase,L3MBTL1 block,TR SRC2 fluor cs,GoLoco inh red,TRb-SRC2 inh
COc1cc2cc(C(N)=O)c(N)nc2cc1OC,13.7%,-6.4%,?,-1.6%,/,0.6%,10.2%,-1.3%
O=C(c1cccc(Cl)c1)N(Cc1ccco1)Cc1ccccc1Cl,-4.1%,-17.4%,/,/,/,-14.5%,/,-8.0%
Cc1cc(Br)cc2c1N(Cc1ccccc1OC(C)C)C(=O)C2=O,?,25.1µM*,/,/,/,-3.5%,/,1.8%
S=c1[nH]nc(-c2ccccn2)n1/N=C/c1ccc(-c2ccccc2Cl)o1,5.5%,?,-7.0%,i,/,0.4%,7.7%,0.8%
CSCc1ccc(C(=O)Nc2ccc(C(N)=O)cc2)cc1,-7.2%,4.4%,?,18.0%,6.1%,-1.8%,-0.4%,1.0%
COC(=O)[C@@]1(Cc2ccc(OC)cc2)[C@H]2c3cc(C(=O)N4CCCC4)n(CCCNc4ncc(C(F)(F)F)cc4Cl)c3C[C@H]2CN1C(=O)c1ccccc1,-2.7%,-6.1%,?,i,/,-0.7%,-6.1%,5.4%
Cc1nc(NCc2ccco2)c2oc3ccccc3c2n1,-2.8%,-4.9%,2.0%,4.1%,0.8%,-0.5%,24.5%,8.3%
COc1ccc(-c2ccc(F)cc2)cc1[C@H]1[C@H]2C=CC[C@@H](C)[C@@H]2C(=O)N1Cc1ccccc1,-3.0%,3.6%,?,i,/,-0.4%,-0.9%,-5.9%
CCCCn1c2ccccc2c2nnc(SCC(=O)NC3=NN=C(c4ccccc4)CS3)nc21,?,?,-3.0%,-11.7%,-4.4%,1.6%,/,7.4%
CC(=O)Nc1ccc(NC(=O)COC(=O)c2cnccn2)cc1,3.0%,-8.4%,10.7%,-9.1%,/,-3.6%,2.8%,16.5%
Cc1cccc(C2c3[nH]c4ccccc4c3CCN2Cc2cccn2-c2ncccn2)c1 (stereo unspecified),2.2%,-12.9%,31.6µM*,-13.0%,-17.5%,-0.7%,19.8%,-1.3%
CCOC(=O)CSc1nnc(N)s1,-1.2%,-10.1%,1.5%,18.0%,-3.7%,-4.3%,14.8%,-4.6%
Cc1nnc(SCC(=O)Nc2ccc3c(c2)OCO3)o1,2.8%,-11.7%,8.1%,-5.8%,-1.6%,-3.3%,-1.4%,-3.2%
Cc1cc(C)c2[nH]c(C(=O)Nc3ccc4c(c3)OCO4)cc2c1,?,?,-5.7%,-6.8%,?,-3.7%,13.4%,8.2%
COc1ccccc1NS(=O)(=O)c1ccc(NC(C)=O)cc1,0.9%,-1.9%,-2.2%,i,-26.4%[11.4 µM],2.2%,-11.5%,-15.0%
C=CCn1c(SCC(=O)NCc2ccc3c(c2)OCO3)nnc1C1COc2ccccc2O1 (stereo unspecified),-3.2%,-12.1%,15.0%,-4.8%,-7.4%,0.1%,-7.6%,3.6%
O=C1CCC(=O)N1OCCCCOc1ccccc1,0.5%,-3.4%,8.6%,i,4.7%,-3.9%,7.3%,4.8%
Cc1ccc(C(=O)N/C(=C\c2cccs2)C(=O)NCC2CCCO2)cc1C (stereo unspecified),-5.9%,2.3%,-18.5%,-0.3%,2.5%,-2.6%,13.6%,-3.6%
Cc1ccccc1CS(=O)(=O)Cc1ccc(C(=O)NCc2ccc(F)cc2)o1,-3.0%,3.8%,/,/,/,0.0%,/,-0.6%
Cc1ccccc1NC(=O)C1CCN(S(=O)(=O)c2cccc3nonc23)CC1,-2.4%,8.7%,/,/,/,-68.7%,/,7.4%
Cc1cccc(-n2c3nc(=O)[nH]c(=O)c-3cc3ccc(Cl)cc32)c1C,-4.4%,-3.0%,/,/,/,-0.7%,/,5.7%
Cc1oc2cc3oc(=O)c(CC(=O)N4CCCCC4)c(C)c3cc2c1C,-7.6%,-8.6%,/,/,/,-0.6%,/,-5.6%
CSc1nc2nccc(-c3ccc(Cl)cc3)n2n1,-2.0%,1.2%,?,i,/,-2.9%,-6.6%,-14.1%
CCOC(=O)N1CCC(N2C(=O)c3ccccc3C2Nc2cc(Cl)c(OC)cc2OC)CC1 (stereo unspecified),2.2%,?,-5.3%,-2.1%,-10.1%,-1.4%,11.3%,-3.3%
Cc1cc(=O)[nH]c2c1cnn2Cc1ccccc1,-3.3%,-5.0%,3.0%,8.7%,/,-3.5%,0.4%,-2.3%
O=C(N=Nc1c(O)[nH]c2ccccc12)c1ccco1,1.9%,?,8.8%,-1.8%,-2.9%,-14.5%,18.3%,1.7%
CC(C)Nc1nnc(SCC(=O)/C=C2\N(C)c3ccccc3C2(C)C)s1,2.4%,7.5%,1.6%,-0.2%,-6.8%,-3.6%,-15.8%,9.5%
CCCC(=O)C1=C(c2cccc(OC)c2)N(C(=O)CCC)n2c(C)nnc2S1,?,?,/,/,/,-0.5%,/,0.7%
O=c1[nH]nc(-c2ccc(F)cc2)cc1Cc1cccs1,2.2%,/,7.9%,4.9%,/,-1.8%,3.7%,-0.2%
COc1cccc(CNC(=O)CCn2ccc3cc(S(=O)(=O)N4CCCC4)ccc32)c1,4.7%,12.0%,/,/,/,1.0%,/,3.6%
Cc1nc2nc(C)c(CCC(=O)Nc3ccc4c(c3)OCO4)c(C)n2n1,4.1%,-2.2%,-2.3%,i,4.7%,-0.3%,1.0%,-1.8%
O=C(CN1CCN(S(=O)(=O)c2ccc(Br)cc2)CC1)N/N=C/c1cccnc1,5.4%,-0.2%,-2.1%,-6.5%,6.9%,-2.3%,1.3%,-16.5%
CN(C(=O)c1ccc2c(c1)OCO2)C1(C(=O)NC2CCCC2)CCCCC1,4.4%,-4.1%,2.9%,i,/,0.7%,6.9%,7.9%
COc1ccc(CNC2CCCCC2C)c(OC)c1 (stereo unspecified),1.7%,-6.3%,-17.4%,-4.5%,7.0%,-0.3%,/,4.5%
N#Cc1c(-c2cccc(F)c2)cc(-c2ccccc2)nc1Br,-8.2%,-7.6%,58.1%[activator],-0.3%,8.6%,-3.7%,-13.6%,-11.6%
CC1CCN(C(=O)CSc2nnc(Cn3c(=O)sc4ccccc43)n2C)CC1,4.2%,0.2%,-5.6%,i,18.1%,-10.7%,8.8%,2.8%
